High-throughput results as filed in PubChem BioAssay.
HRas wt GTP = modulators of GTP binding to human HRas wildtype. P01112. GST-Ras wt beads, Bodipy-FL-GTP binding, flow cytometry; actives lie on both sides. GTP binding activity, % at 10 µM. 0.14% of 190,000 active. AID 759;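 active means GTP binding activity at least 20% away from the 100% baseline, either lowered as inhibitor or raised as activator; inconclusive means flagged as likely green fluorescent, judged across all proteins in the well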;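 further: 0% = unlabeled GTP competition control and 100% = no-compound control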
Target sequence (P01112 whole entry, looked up): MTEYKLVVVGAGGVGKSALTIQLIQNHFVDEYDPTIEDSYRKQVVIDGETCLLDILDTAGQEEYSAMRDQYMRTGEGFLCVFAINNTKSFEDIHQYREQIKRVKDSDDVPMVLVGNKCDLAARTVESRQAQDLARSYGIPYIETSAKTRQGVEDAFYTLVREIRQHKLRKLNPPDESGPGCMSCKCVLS
Bcl-2 Bim block = human Bim-Bcl-2 interaction inhibition; P10415; Bead-based flow cytometry, Bim peptide-Bcl-2 binding; inhibition, % at 10 µM; 0.06% of 190,000 active; AID 950; in the data active means inhibition above about 40%; inconclusive means no clear call, values can overlap the other calls;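 further: 0% = no compound wells with probe peptide and 100% = reference peptide inhibitor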
Target sequence (P10415 whole entry, looked up): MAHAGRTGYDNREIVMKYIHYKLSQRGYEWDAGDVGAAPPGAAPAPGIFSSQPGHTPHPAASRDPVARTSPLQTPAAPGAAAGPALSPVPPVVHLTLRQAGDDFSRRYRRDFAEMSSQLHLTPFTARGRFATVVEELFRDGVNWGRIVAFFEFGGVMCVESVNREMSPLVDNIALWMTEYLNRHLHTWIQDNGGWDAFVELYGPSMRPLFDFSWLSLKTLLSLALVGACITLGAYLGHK
Rac1 act GTP bind = human Rac1 activated mutant GTP binding change; percent activity (GTP binding), % at 10 µM; 0.11% of 190,000 active; GST-Rac1 activated beads, fluorescent GTP binding, flow cytometry; actives lie on both sides; 100% means binding = to untreated wells;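 active means GTP binding at least 20 percentage points away from the 100% baseline, in either direction, so actives lie on both sides; inconclusive means Compound likely fluorescent itself, or too few beads counted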
Bcl-B Bim block = human Bim-Bcl-B interaction inhibition | Q9HD36 | bead-based flow cytometry, Bim peptide-Bcl-B binding | inhibition, % at 10 µM | 0.073% of 190,000 active;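 further: 0% = tracer peptide without compound and 100% = reference inhibitor peptide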
Target sequence (Q9HD36 whole entry, looked up): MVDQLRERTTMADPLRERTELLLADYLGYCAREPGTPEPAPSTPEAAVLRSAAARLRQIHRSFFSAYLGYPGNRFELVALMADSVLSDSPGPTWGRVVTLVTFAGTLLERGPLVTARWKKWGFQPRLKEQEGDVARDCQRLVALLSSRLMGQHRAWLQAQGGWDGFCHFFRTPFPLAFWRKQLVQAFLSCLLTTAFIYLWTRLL
Bim-Bcl-XL = inhibitors of Bim-Bcl-XL interaction, human; Bim peptide-Bcl-XL binding, bead flow cytometry, fluorescence; inhibition, % at 10 µM; 0.04% of 190,000 active; AID 1007
Rac1 wt modul = alters GTP binding to wildtype human Rac1; P63000; GST-Rac1 beads, fluorescent GTP binding, flow cytometry; actives lie on both sides; 0 = cold GTP competed, 100 = untreated; GTP binding activity (% of control), % at 10 µM; 0.27% of 190,000 active; AID 757;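 active means GTP binding activity at least 20 points away from the 100% control level, either lower or higher; inconclusive means compound flagged as likely green fluorescent, judged across all proteins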
Cdc42 wt GTP = modulators (inhibitors or activators) of GTP binding to human Cdc42 wildtype | P60953 | GST-Cdc42 beads, Bodipy-GTP binding, flow cytometry; actives lie on both sides | percent activity (GTP binding), % at 10 µM | 0.2% of 190,000 active | AID 761;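 active means percent activity GTP binding at least 20 points away from the 100% baseline, either down as inhibitor or up as activator; inconclusive means compound flagged as likely green fluorescent from well-wide comparison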;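 further: median bead fluorescence of bound Bodipy-FL-GTP at 100 nM; 0% = excess unlabeled GTP control and 100% = no compound control; below 100% means less GTP binding so inhibitor and above means activator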
Target sequence (P60953 whole entry, looked up): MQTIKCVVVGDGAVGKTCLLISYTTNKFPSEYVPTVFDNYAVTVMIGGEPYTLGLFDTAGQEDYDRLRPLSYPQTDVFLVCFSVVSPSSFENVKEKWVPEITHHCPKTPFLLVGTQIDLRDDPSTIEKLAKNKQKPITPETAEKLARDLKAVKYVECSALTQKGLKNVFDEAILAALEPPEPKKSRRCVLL
Rab7 wt modul = modulators of GTP binding to dog Rab7 wildtype GTPase; 0.055% of 190,000 active; GST-Rab7 beads, fluorescent GTP binding, flow cytometry; actives lie on both sides; untreated = 100%, excess cold GTP = 0%; GTP binding activity (percent of control), % at 10 µM;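 active means fluorescent GTP binding to Rab7 beads changed by at least 20 points from the 100% baseline, either direction, mostly lower; inconclusive means compound itself probably fluorescent, or too few beads counted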;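 further: median green fluorescence of bound Bodipy-FL-GTP per Rab7 bead population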
Bim-Bcl-W = disrupts Bim peptide binding to human Bcl-W; Q92843; bead-based flow cytometry; inhibition, % at 10 µM; 0.02% of 190,000 active;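 further: 0% = bound tracer without compound and 100% = peptide blocker; higher means less fluorescent Bim peptide bound to Bcl-W beads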
Target sequence (Q92843 whole entry, looked up): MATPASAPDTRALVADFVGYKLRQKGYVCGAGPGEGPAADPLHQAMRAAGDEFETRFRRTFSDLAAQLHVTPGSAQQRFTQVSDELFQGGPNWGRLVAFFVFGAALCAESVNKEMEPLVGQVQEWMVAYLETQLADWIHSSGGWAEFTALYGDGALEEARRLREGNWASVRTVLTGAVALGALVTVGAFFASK
Bfl-1 Bim block = inhibitors of Bim-Bfl-1 interaction, human; Q16548; Bead-based flow cytometry, Bim-Bfl-1 binding inhibition; inhibition, % at 10 µM; 0.12% of 190,000 active;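 further: 0% = wells without compound plus tracer and 100% = blocker peptide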
Rab2A wt mod = changes GTP binding to wildtype dog Rab2A, up or down. P61105. AID 760. 0.19% of 190,000 active. GTP binding activity, % at 10 µM. GST-Rab2 wt beads, Bodipy-GTP binding, flow cytometry;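 active means GTP binding activity at least 20 points away from 100%, either lowered or raised; inconclusive means signal likely due to the compound's own green fluorescence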;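 further: 0% = beads with excess unlabeled GTP and 100% = no-compound control corrected for plate trend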
The depositor's hits bear a star. Unless noted, no stated cut-off is given here; in the data, active means inhibition above about 40%. The order is random; overall some 0.62% were active at least once.

Screening COc1ccc(OC)c(NC(=O)CCN2CCCCC2)c1 returned HRas wt GTP 97.0, Bcl-2 Bim block -7.0, Rac1 act GTP bind 91.0, Bcl-B Bim block -8.0, Bim-Bcl-XL 1.0, Rac1 wt modul 95.0, Cdc42 wt GTP 95.0, Rab7 wt modul 95.0, Bim-Bcl-W -1.0, Bfl-1 Bim block -13.0 and Rab2A wt mod 96.0.
COc1cccc(NC(=O)COC(=O)c2ccc(S(=O)(=O)NCc3ccco3)cc2)c1 was read as HRas wt GTP 104.0, Bcl-2 Bim block -6.0, Rac1 act GTP bind 101.0, Bcl-B Bim block -10.0, Bim-Bcl-XL -3.0, Rac1 wt modul 105.0, Cdc42 wt GTP 106.0, Rab7 wt modul 104.0, Bim-Bcl-W 0.0, Bfl-1 Bim block -9.0 and Rab2A wt mod 103.0.
`c1ccc(C2CC3CC(c4ccccc4)N2O3)cc1` (stereo not given) gave HRas wt GTP 103.0, Bcl-2 Bim block -7.0, Rac1 act GTP bind 103.0, Bcl-B Bim block -13.0, Bim-Bcl-XL -9.0, Rac1 wt modul 106.0, Cdc42 wt GTP 104.0, Rab7 wt modul 101.0, Bim-Bcl-W -11.0, Bfl-1 Bim block -10.0 and Rab2A wt mod 100.0.
Screening CC(C)(C)c1ccc(OCCCC(=O)NC2=NCCS2)cc1 returned HRas wt GTP 102.0, Bcl-2 Bim block 1.0, Rac1 act GTP bind 98.0, Bcl-B Bim block -6.0, Bim-Bcl-XL 1.0, Rac1 wt modul 99.0, Cdc42 wt GTP 103.0, Rab7 wt modul 103.0, Bim-Bcl-W 0.0, Bfl-1 Bim block 2.0 and Rab2A wt mod 102.0.
For CC(Sc1ccc2c(c1)OCCO2)C(=O)Nc1ncc(Cl)cc1Cl (stereo not given) the results were HRas wt GTP 98.0, Bcl-2 Bim block 11.0, Rac1 act GTP bind 98.0, Bcl-B Bim block 15.0, Bim-Bcl-XL 0.0, Rac1 wt modul 99.0, Cdc42 wt GTP 101.0, Rab7 wt modul 96.0, Bim-Bcl-W -1.0, Bfl-1 Bim block 7.0 and Rab2A wt mod 99.0.
For COc1cccc(N(CC(=O)Nc2cccc(N(C)S(C)(=O)=O)c2)S(C)(=O)=O)c1 the results were HRas wt GTP 101.0, Bcl-2 Bim block -9.0, Rac1 act GTP bind 102.0, Bcl-B Bim block -11.0, Bim-Bcl-XL -5.0, Rac1 wt modul 105.0, Cdc42 wt GTP 102.0, Rab7 wt modul 101.0, Bim-Bcl-W 0.0, Bfl-1 Bim block -10.0 and Rab2A wt mod 101.0.
For O=C(CN1CCN(CCN2C(=O)c3cccc4cccc(c34)C2=O)CC1)c1ccc(F)cc1 the results were HRas wt GTP 96.0, Bcl-2 Bim block -3.0, Rac1 act GTP bind 94.0, Bcl-B Bim block -1.0, Bim-Bcl-XL 4.0, Rac1 wt modul 97.0, Cdc42 wt GTP 97.0, Rab7 wt modul 94.0, Bim-Bcl-W 2.0, Bfl-1 Bim block -5.0 and Rab2A wt mod 94.0.
Screening COc1ccc(CCNS(=O)(=O)c2ccc(Cl)s2)cc1OC returned HRas wt GTP 104.0, Bcl-2 Bim block 0.0, Rac1 act GTP bind 98.0, Bcl-B Bim block -1.0, Bim-Bcl-XL -2.0, Rac1 wt modul 105.0, Cdc42 wt GTP 105.0, Rab7 wt modul 103.0, Bim-Bcl-W 1.0, Bfl-1 Bim block -1.0 and Rab2A wt mod 101.0.
`O=C1c2ccccc2S(=O)(=O)N1CC(O)COc1ccc(Cl)cc1` (stereo not given) gave HRas wt GTP 94.0, Bcl-2 Bim block -5.0, Rac1 act GTP bind 98.0, Bcl-B Bim block -7.0, Bim-Bcl-XL -6.0, Rac1 wt modul 100.0, Cdc42 wt GTP 99.0, Rab7 wt modul 96.0, Bim-Bcl-W -4.0, Bfl-1 Bim block -4.0 and Rab2A wt mod 94.0.
O=C(NCCCN1CCc2ccccc2C1)C1CCN(c2nnc(-n3cccc3)s2)CC1 was read as HRas wt GTP 101.0, Bcl-2 Bim block -1.0, Rac1 act GTP bind 99.0, Bcl-B Bim block -1.0, Bim-Bcl-XL 0.0, Rac1 wt modul 101.0, Cdc42 wt GTP 98.0, Rab7 wt modul 102.0, Bim-Bcl-W 2.0, Bfl-1 Bim block -5.0 and Rab2A wt mod 101.0.
For COc1ccc(CCNC(=O)c2nnc(Cc3ccc(Cl)cc3)o2)cc1OC the results were HRas wt GTP 98.0, Bcl-2 Bim block -9.0, Rac1 act GTP bind 97.0, Bcl-B Bim block -4.0, Bim-Bcl-XL -2.0, Rac1 wt modul 96.0, Cdc42 wt GTP 100.0, Rab7 wt modul 100.0, Bim-Bcl-W 0.0, Bfl-1 Bim block -12.0 and Rab2A wt mod 99.0.
`CCc1nn(C(C)C(=O)Nc2cccc(C)c2C)c(=O)c2cc3occc3n12` (stereo not given) gave HRas wt GTP 101.0, Bcl-2 Bim block -1.0, Rac1 act GTP bind 97.0, Bcl-B Bim block -2.0, Bim-Bcl-XL 0.0, Rac1 wt modul 97.0, Cdc42 wt GTP 101.0, Rab7 wt modul 101.0, Bim-Bcl-W 0.0, Bfl-1 Bim block 0.0 and Rab2A wt mod 98.0.
CCN(CC)S(=O)(=O)c1ccc(C)c(NC(=O)/C=C/c2cccs2)c1 was read as HRas wt GTP 96.0, Bcl-2 Bim block 0.0, Rac1 act GTP bind 100.0, Bcl-B Bim block 0.0, Bim-Bcl-XL -1.0, Rac1 wt modul 99.0, Cdc42 wt GTP 98.0, Rab7 wt modul 92.0, Bim-Bcl-W 1.0, Bfl-1 Bim block 0.0 and Rab2A wt mod 95.0.
For O=S(=O)(c1ccccc1)N(CC1CO1)c1cccc2ccccc12 (stereo not given) the results were HRas wt GTP 100.0, Bcl-2 Bim block -3.0, Rac1 act GTP bind 97.0, Bcl-B Bim block -4.0, Bim-Bcl-XL -4.0, Rac1 wt modul 103.0, Cdc42 wt GTP 101.0, Rab7 wt modul 104.0, Bim-Bcl-W -2.0, Bfl-1 Bim block -4.0 and Rab2A wt mod 99.0.
`CN(C)C(=O)CSc1nc(-c2ccccc2)c(-c2ccccc2)o1` gave HRas wt GTP 92.0, Bcl-2 Bim block -2.0, Rac1 act GTP bind 97.0, Bcl-B Bim block -1.0, Bim-Bcl-XL 0.0, Rac1 wt modul 97.0, Cdc42 wt GTP 86.0, Rab7 wt modul 91.0, Bim-Bcl-W 0.0, Bfl-1 Bim block -4.0 and Rab2A wt mod 91.0.
For Cc1ccc(OCCNC(=O)C2CCCCC2)cc1 the results were HRas wt GTP 97.0, Bcl-2 Bim block 0.0, Rac1 act GTP bind 96.0, Bcl-B Bim block -5.0, Bim-Bcl-XL -1.0, Rac1 wt modul 99.0, Cdc42 wt GTP 99.0, Rab7 wt modul 93.0, Bim-Bcl-W 2.0, Bfl-1 Bim block -6.0 and Rab2A wt mod 95.0.
`Cc1ccccc1NC(=O)c1cccc(N2C(=O)C3C4CCC(C4)C3C2=O)c1` (stereo not given) gave HRas wt GTP 97.0, Bcl-2 Bim block 0.0, Rac1 act GTP bind 98.0, Bcl-B Bim block -4.0, Bim-Bcl-XL 0.0, Rac1 wt modul 98.0, Cdc42 wt GTP 101.0, Rab7 wt modul 93.0, Bim-Bcl-W -7.0, Bfl-1 Bim block -5.0 and Rab2A wt mod 96.0.
Screening O=C(Nc1cccc(-c2ccc3nncn3n2)c1)c1ccco1 returned HRas wt GTP 85.0, Bcl-2 Bim block 4.0, Rac1 act GTP bind 89.0, Bcl-B Bim block 9.0, Bim-Bcl-XL 7.0, Rac1 wt modul 77.0*, Cdc42 wt GTP 86.0, Rab7 wt modul 91.0, Bim-Bcl-W 8.0, Bfl-1 Bim block 0.0 and Rab2A wt mod 87.0.
For CCOc1ccccc1C1C(C#N)=C(N)Nc2onc(-c3ccccc3)c21 (stereo not given) the results were HRas wt GTP inconclusive, Bcl-2 Bim block -6.0, Rac1 act GTP bind inconclusive, Bcl-B Bim block -9.0, Bim-Bcl-XL -5.0, Rac1 wt modul inconclusive, Cdc42 wt GTP inconclusive, Rab7 wt modul inconclusive, Bim-Bcl-W 0.0, Bfl-1 Bim block -11.0 and Rab2A wt mod inconclusive.
O=C1c2cc(S(=O)(=O)NCCO)ccc2-c2ccc(S(=O)(=O)NCCO)cc21 was read as HRas wt GTP 100.0, Bcl-2 Bim block 0.0, Rac1 act GTP bind 96.0, Bcl-B Bim block -2.0, Bim-Bcl-XL 1.0, Rac1 wt modul 99.0, Cdc42 wt GTP 99.0, Rab7 wt modul 103.0, Bim-Bcl-W 0.0, Bfl-1 Bim block -6.0 and Rab2A wt mod 100.0.
`COc1ccc(CSc2nnc(C)s2)cc1F` gave HRas wt GTP 101.0, Bcl-2 Bim block -3.0, Rac1 act GTP bind 98.0, Bcl-B Bim block -7.0, Bim-Bcl-XL 0.0, Rac1 wt modul 102.0, Cdc42 wt GTP 101.0, Rab7 wt modul 105.0, Bim-Bcl-W -3.0, Bfl-1 Bim block -5.0 and Rab2A wt mod 100.0.
For CCC(=O)Nc1cccc(NC(=O)c2ccc(C)cc2Cl)c1 the results were HRas wt GTP 97.0, Bcl-2 Bim block -1.0, Rac1 act GTP bind 96.0, Bcl-B Bim block -2.0, Bim-Bcl-XL 0.0, Rac1 wt modul 99.0, Cdc42 wt GTP 102.0, Rab7 wt modul 91.0, Bim-Bcl-W -1.0, Bfl-1 Bim block -4.0 and Rab2A wt mod 100.0.
`CC1CCN(CCC(=O)N/N=C/c2ccc([N+](=O)[O-])cc2)CC1` gave HRas wt GTP 95.0, Bcl-2 Bim block 0.0, Rac1 act GTP bind 94.0, Bcl-B Bim block -4.0, Bim-Bcl-XL -4.0, Rac1 wt modul 97.0, Cdc42 wt GTP 99.0, Rab7 wt modul 103.0, Bim-Bcl-W -1.0, Bfl-1 Bim block -3.0 and Rab2A wt mod 98.0.
For O=C(CSc1nnc(-c2ccccc2)n1Cc1ccccc1)N1CCCC1 the results were HRas wt GTP 103.0, Bcl-2 Bim block -3.0, Rac1 act GTP bind 96.0, Bcl-B Bim block -4.0, Bim-Bcl-XL -2.0, Rac1 wt modul 104.0, Cdc42 wt GTP 101.0, Rab7 wt modul 105.0, Bim-Bcl-W 2.0, Bfl-1 Bim block -7.0 and Rab2A wt mod 101.0.
For COC(=O)COc1ccc(S(=O)(=O)Nc2ccc(C(N)=O)cc2)cc1 the results were HRas wt GTP 98.0, Bcl-2 Bim block -10.0, Rac1 act GTP bind 93.0, Bcl-B Bim block -7.0, Bim-Bcl-XL 3.0, Rac1 wt modul 97.0, Cdc42 wt GTP 95.0, Rab7 wt modul 98.0, Bim-Bcl-W 0.0, Bfl-1 Bim block -11.0 and Rab2A wt mod 96.0.
